RAD54 inh = blocks human RAD54 Holliday junction branch migration; Q92698; FAM/BHQ fluorescence; inhibition, % at 10.4 µM; 360,000 compounds, 0.14% hits; AID 602329;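 active = mean normalized replicate activity at least 40 and at least half of replicates scoring 40 or more; inconclusive = only one of the two criteria met; inactive = mean below 40 and under half of replicates reaching 40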;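 note: 0% = median of neutral control wells and 100% = median of positive control wells; inhibitors cause a drop in the FAM fluorescence signal; in these data hits start at about 50%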
ERAP1 HTS inh = inhibitors of human ERAP1 aminopeptidase; Q9NZ08; recombinant ERAP1, Leu-AMC fluorescence, 60 min; inhibition, % at 10.7 µM; 340,000 compounds, 0.15% hits; AID 652197;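 active = mean replicate inhibition of at least 30%, or all replicates individually reaching that 30% level; inactive = mean below 30% and not every replicate reaching it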;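 note: 0% = neutral control wells and 100% = L-leucinethiol positive control wells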
RAD52 anneal inh = blocks human RAD52 DNA annealing; recombinant RAD52 DNA annealing, FRET fluorescence; inhibition, % at 18.7 µM; 360,000 compounds, 0.46% hits; AID 651710;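 active = every replicate showing at least 50% inhibition; inconclusive = mean inhibition at least 50% but not in every replicate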
Target sequence (P43351 whole entry, looked up): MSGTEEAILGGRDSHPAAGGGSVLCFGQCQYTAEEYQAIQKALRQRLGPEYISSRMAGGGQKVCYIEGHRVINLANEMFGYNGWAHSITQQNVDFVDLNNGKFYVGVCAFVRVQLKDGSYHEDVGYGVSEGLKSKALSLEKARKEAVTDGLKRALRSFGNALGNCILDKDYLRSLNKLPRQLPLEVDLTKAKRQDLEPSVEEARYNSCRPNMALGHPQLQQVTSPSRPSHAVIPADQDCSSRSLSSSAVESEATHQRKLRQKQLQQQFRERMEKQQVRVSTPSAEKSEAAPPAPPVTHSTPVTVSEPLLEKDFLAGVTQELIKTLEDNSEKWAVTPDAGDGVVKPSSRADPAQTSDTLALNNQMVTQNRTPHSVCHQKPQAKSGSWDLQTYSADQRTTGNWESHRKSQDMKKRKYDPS
ARNT TACC3 PPI = disruptors of human ARNT/TACC3 interaction; 390,000 compounds, 0.66% hits; Q9Y6A5; AID 623870; AlphaScreen His-ARNT PAS-B/GST-TACC3 binding, luminescence; TACC3 fragment carries E629A point mutation; inhibition, % at 9.99 µM;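 active = mean inhibition of replicates at least 50% and at least half of replicates each reaching 50%; inconclusive = half or more replicates reach 50% but mean below 50%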;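 note: 0% = complete ARNT plus TACC3 wells and 100% = ARNT alone without TACC3; many hits fall short of the cut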
esBAF inh = inhibitors of esBAF chromatin remodeling in mouse ES cells; Bmi1-luciferase knock-in reporter, 24 h; 100% = twice the neutral-well signal; reporter increase, % at 12.5 µM; 350,000 compounds, 2% hits; AID 602393; in the data active = activation above about 40%; inconclusive = no clear call, values can overlap the other calls;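 note: 0% = median of the plate's neutral control wells and 100% = double that signal; a rise in the Bmi1 reporter signal indicates esBAF inhibition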
XiGFP reactiv = X-chromosome reactivation activator; XiGFP mouse fibroblasts, % GFP-positive cells imaging, 3 d; cells co-treated with 5-aza-dC sensitizer; scaled so ellipticine positive control = 100%; activation, % at 7.58 µM; 360,000 compounds, 0.055% hits; AID 743238;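 active = mean normalized replicate activation at least 10% and every replicate at or above 10%; inconclusive = only one of the two criteria met; inactive = mean below 10% and not all replicates reach 10%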;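 note: 0% = median of on-plate neutral control wells and 100% = ellipticine 6 µM median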
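assay system = SV40-immortalized XiGFP fibroblast cells, line 68-5-11 | buffer or medium = DMEM plus 5-aza-dC sensitizer | doses = single-point pinned compound dosing | times = 3-day compound exposure, then 15 min fixation at room temperature | benchmarks = positive control ellipticine, 6 µM final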
F508del corr = CFTR F508del correction in bronchial cells. CFBE cells, YFP halide quenching; stimulated with forskolin plus potentiator P3; % fluorescence drop versus neutral controls. activity (quench increase), % at 7.58 µM. 350,000 compounds, 0.36% hits. AID 720511;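 active = mean added fluorescence quench of at least 8% versus neutral control, with both replicates also reaching 8%; inconclusive = only one of the mean or replicate conditions met; inactive = mean below 8% and not both replicates reaching 8%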;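 note: cells transiently co-express mutant CFTR-F508del with the halide-sensitive YFP; corrector assay measuring rescue of mutant channel to the surface after 24 h compound exposure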
INS-1E GSIS act = primary screen for activators of insulin secretion dependent on glucose, INS-1E cells, GLuc reporter luminescence. INS-1E GLuc reporter insulin secretion, 2-3 h. activation, % at 16.6 µM. 370,000 compounds, 0.61% hits. AID 743287;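 active = lowest replicate activation of at least 40%, so every replicate reaches that level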;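 note: 0% = median of neutral control wells and 100% = median of IBMX positive control wells; some compounds called inactive have numbers as strong as hits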
* = called active by the depositor; ? = inconclusive; . = no result given.

SMILES	RAD54 inh	ERAP1 HTS inh	RAD52 anneal inh	ARNT TACC3 PPI	esBAF inh	XiGFP reactiv	F508del corr	INS-1E GSIS act
COc1ccc(CCNC(=O)CSc2nnnn2-c2ccc(OC)c(OC)c2)cc1OC	.	-1	4	0	.	0.0	2.0	6
CCOc1ccc(CCN2C(=O)C3C4C=CC(C4)C3C2=O)cc1OCC (stereo not given)	-3	-1	-17	.	-2	0.2	-1.3	2
Cc1c(Br)c([N+](=O)[O-])nn1C(C)C(=O)NCc1ccco1 (stereo not given)	-1	.	.	-10	15	0.0	.	2
C[C@@H]1CN([C@@H](C)CO)S(=O)(=O)c2ccc(C#CC3CCCC3)cc2O[C@H]1CN(C)Cc1cccnc1	1	1	3	19	-1	-0.4	3.8	-13
CN(CCc1ccccc1)C(=O)c1ccc(NC(=O)Cc2ccc(NC(=O)C3CCCN(S(=O)(=O)c4cccc([N+](=O)[O-])c4)C3)cc2)cc1 (stereo not given)	-1	.	-13	-3	5	0.1	3.7	-20
Cc1ccc(CNS(=O)(=O)c2ccc(F)c(F)c2)n1C	-5	1	-17	3	-2	-0.1	2.8	2
COCCNC(=O)c1cccc(S(=O)(=O)N2CC3(C)CC2CC(C)(C)C3)c1 (stereo not given)	.	3	-6	.	.	0.0	2.5	-5
CC1CCCCC1NC(=O)CSc1nnc(C(F)(F)F)n1C (stereo not given)	-3	-2	-11	.	1	0.2	2.7	-1
COc1ccc2c3c([nH]c2c1)[C@H](CO)N(Cc1ccc(F)cc1)CC31CN(Cc2ccccn2)C1	.	-2	20	.	.	0.1	0.8	0
CC(C)NC(=O)Nc1cccc2c1O[C@@H](CN(C)Cc1ccc3c(c1)OCO3)[C@@H](C)CN([C@H](C)CO)C2=O	.	0	4	.	.	0.0	-0.4	8
O=C(NCc1ccccc1)C(c1ccccc1)N(C(=O)c1csnn1)c1ccc(F)cc1 (stereo not given)	-2	-1	3	6	0	0.0	-1.6	-13
CN(CC(O)COC(c1ccccc1)c1ccccc1)C1CCCCC1 (stereo not given)	.	3	-10	-1	.	0.0	1.9	-26
CN(C(=O)COc1cc(=O)n(C)c2ccccc12)c1ccc(Br)cc1	-8	.	-14	-1	-1	0.3	-1.6	3
CC(C)(C)C1CCc2onc(C(=O)O)c2C1 (stereo not given)	.	2	-19	-4	-5	0.0	1.5	-31
Cc1cc(=O)oc2cc(OCC(O)Cn3ccnc3)ccc12 (stereo not given)	8	1	-12	6	-7	0.0	2.4	-9
Cc1ccc(-c2[nH]nc3c2C(c2ccc(OC(=O)N4CCOCC4)cc2)C(C#N)=C(N)O3)cc1 (stereo not given)	.	0	-1	8	.	.	-0.9	.
C[C@@H]1CCCCO[C@@H](CN(C)Cc2ccc3c(c2)OCO3)[C@@H](C)CN([C@@H](C)CO)C(=O)c2cc(NS(=O)(=O)c3ccccc3)ccc2O1	-9	-33	29	-2	0	0.0	0.4	-17
CC(C)Cc1cc(CN2CCC(CO)(Cc3cccc(C(F)(F)F)c3)CC2)[nH]n1	.	-3	-3	.	.	0.0	0.9	-47
O=C(Nc1ccc2c(c1)CCC2)C1COc2ccccc2O1 (stereo not given)	6	-5	-27	0	28	.	0.3	8
CCC(C)NC(=O)c1c(-c2cc(Cl)c(OC)c(Cl)c2)noc1C (stereo not given)	2	.	-16	-9	-2	-0.1	-3.8	7
CCN(CC)Cc1c(C(=O)N/N=C/c2ccncc2)nnn1-c1nonc1N	-11	.	-12	-6	3	0.1	-1.7	2
COc1ccc(NC(=O)N(C)C[C@H]2OCCCC[C@H](C)Oc3ccc(NS(=O)(=O)c4ccccc4)cc3C(=O)N([C@H](C)CO)C[C@@H]2C)cc1	2	3	-63	2	3	0.4	1.5	18
Cc1c(N(C)S(=O)(=O)c2ccc(Cl)c(C(=O)NCC(C)(C)N3CCOCC3)c2)c(=O)n(-c2ccccc2)n1C	-1	-9	-11	-2	-1	0.0	1.8	-1
O=c1cnnc(Nc2ccc(F)cc2)[nH]1	0	0	-1	-3	-2	0.0	2.3	2
O=[N+]([O-])c1ccc(F)cc1Oc1nc(-c2cccnc2)nc2ccccc12	.	5	-35	4	.	0.3	2.7	17

Three of the entries above in order of the esBAF inh value, high to low.
SMILES	ERAP1 HTS inh	RAD52 anneal inh	ARNT TACC3 PPI	esBAF inh	F508del corr	INS-1E GSIS act
O=C(Nc1ccc2c(c1)CCC2)C1COc2ccccc2O1 (stereo not given)	-5	-27	0	28	0.3	8
COc1ccc(NC(=O)N(C)C[C@H]2OCCCC[C@H](C)Oc3ccc(NS(=O)(=O)c4ccccc4)cc3C(=O)N([C@H](C)CO)C[C@@H]2C)cc1	3	-63	2	3	1.5	18
O=c1cnnc(Nc2ccc(F)cc2)[nH]1	0	-1	-3	-2	2.3	2

Further entries:
SMILES	RAD54 inh	ERAP1 HTS inh	RAD52 anneal inh	ARNT TACC3 PPI	esBAF inh	XiGFP reactiv	F508del corr	INS-1E GSIS act
O=C(c1ccc(S(=O)(=O)NCc2ccco2)cc1)N1CCN(c2ccccc2)CC1	3	-3	-19	-19	-6	0.1	3.9	3
C[C@@H]1CN([C@@H](C)CO)C(=O)c2cc(NS(=O)(=O)c3ccc(Cl)cc3)ccc2O[C@@H]1CN(C)C(=O)Nc1ccccc1	9	0	-3	-4	1	-0.1	-2.1	-16
COCC(=O)N1C[C@@H](C)[C@H](OC)CN(C)C(=O)c2cc(NC(=O)c3ccc(F)cc3)ccc2OC[C@H]1C	-2	3	-4	3	-5	0.0	-0.7	13
O=C(Nc1ccn(Cc2ccccc2)n1)c1ccc(F)cc1	-2	3	11	.	?	0.0	2.5	20
CC1CN(C(=O)COC(=O)c2cc(=O)c3ccccc3o2)CC(C)O1 (stereo not given)	-9	-4	-12	-6	-3	0.0	-0.4	6
Cc1ccc(C(C)NC(=O)C2CCCC2)cc1C (stereo not given)	10	-2	-9	19	-5	0.0	-4.5	-36
NC(CCc1ccccc1)c1csc(NC(=O)Nc2cccc(Cl)c2)n1 (stereo not given)	3	-3	-81	.	-7	0.2	-2.3	-14
CC(=Cc1ccccc1)C=C1SC(=S)N(CCCC(=O)Nc2ccc(C(=O)O)c(O)c2)C1=O	8	9	-21	.	-1	0.2	0.4	-4
COc1ccccc1NC(=O)CSc1nnc(COc2ccccc2C)o1	-8	-2	-12	-1	-7	-0.1	-2.5	-9
Cc1cc(C)n(-c2ccc(C(=O)N3CC(C)OC(C)C3)cc2)n1 (stereo not given)	.	1	-15	0	.	0.0	0.2	10
COc1cc(OC)cc(-c2c(-c3ccc(F)cc3)c3cc(-c4ccc5cc[nH]c5c4)ccc3n2C)c1	7	1	-15	-3	-5	0.0	-3.0	5
CC[C@@H](Nc1ncnc2c1oc1ccccc12)C(=O)O	11	0	-16	-6	0	0.0	0.1	5
COc1ccccc1C(CNC(=O)c1cccc(S(=O)(=O)N2c3ccccc3CC2C)c1)N(C)C (stereo not given)	8	-2	-2	4	2	0.2	0.9	-16
Cc1[nH]nc2c1C(c1ccsc1)C1=C(CC(C)(C)CC1=O)N2 (stereo not given)	.	2	-11	21	.	0.6	-0.8	11
OCCOCCn1c(C(CO)Nc2nc(-c3ccc(Cl)cc3)cs2)nc2ccccc21 (stereo not given)	-4	-1	-40	4	12	-0.1	1.0	-35
COc1ccc(OC)c(-c2nnc3n2N=C(c2ccc(OC)c(OC)c2)CS3)c1	5	2	-15	18	-5	1.3	9.5*	80*
COc1cccc(C(=O)Nc2ccccc2NC(=O)c2cccc(OC)c2)c1	-15	-4	-6	17	-11	0.0	-0.1	7
C[C@H](CO)N1C[C@H](C)[C@H](CN(C)C(=O)c2ccc(F)cc2)Oc2cc(-c3cccc(C#N)c3)ccc2S1(=O)=O	-17	-3	15	0	3	-1.2	1.4	-8
COc1ccccc1N(CC(=O)NCc1ccc2c(c1)OCO2)C(=O)CCC(=O)Nc1nccs1	3	-7	-19	-3	-2	0.3	-0.2	15
N#Cc1nc(NCC(F)F)nc(Nc2cc(F)cc(F)c2)n1	-6	.	.	-9	4	0.0	8.0*	29
COc1cccc(/C=C2\SC(=S)N(CCC(=O)N3CCCCC3CCO)C2=O)c1 (stereo not given)	3	0	-23	11	10	0.1	1.7	-11
O=c1[nH]c2cc3ccccc3cc2nc1-c1nnnn1C1CCCC1	.	.	-85	.	.	0.1	3.5	7
Cc1cccc(N2CC(C(=O)Nc3ccccc3N3CCCC3)CC2=O)c1C (stereo not given)	.	2	-1	14	5	0.0	-1.7	-1
COc1cc(/C=N/NC(=O)c2ccc(CN3c4cccc5cccc(c45)S3(=O)=O)cc2)cc(OC)c1O	-3	4	-13	-3	.	0.6	1.2	-4
C[C@@H](NC(=O)C[C@@H]1C[C@H]2c3cc(NS(=O)(=O)c4ccc(F)cc4)ccc3O[C@H]2[C@@H](CO)O1)c1ccccc1	-5	2	-1	2	-1	0.3	-0.7	-5

Going on with the list.
SMILES	RAD54 inh	ERAP1 HTS inh	RAD52 anneal inh	ARNT TACC3 PPI	esBAF inh	XiGFP reactiv	F508del corr	INS-1E GSIS act
c1ccc(-n2ncc3c(NCc4cccs4)ncnc32)cc1	13	1	7	-1	45*	.	.	-5
CCN(CC)c1ccc(C(=O)N/N=C/c2ccccc2OC(F)F)cc1	.	0	-6	1	.	-0.1	.	-3
Cc1ccc(S(=O)(=O)Nc2c(NC3CCCCC3)c3ccccc3oc2=O)cc1	-2	-4	16	-35	0	0.0	2.9	-23
O=C(Nc1ccccc1Cl)Nn1cnnc1	-10	-2	-10	.	-3	0.1	-2.5	-3
Cc1ccc(NC(=O)CSCC(=O)N2CCN(c3cccc(C(F)(F)F)c3)CC2)cc1	4	0	6	0	-10	0.0	-5.0	-5
CC1(C(=O)NCc2ccco2)CCN1C(=O)C1(c2ccccc2)CC1 (stereo not given)	-3	-4	-25	.	0	0.1	0.1	-2
C[C@@H]1CN([C@@H](C)CO)C(=O)c2c(c3ccccc3n2C)-c2ccccc2CO[C@H]1CN(C)C(=O)N[C@H](C)c1ccccc1	-2	3	-2	15	0	-0.8	4.3	-19
O=C(C[C@@H]1C=C[C@H](NC(=O)c2ccccc2)[C@@H](CO)O1)NCc1ccc(Oc2ccccc2)cc1	1	3	10	23	1	0.5	1.1	3
COc1ccc(-c2ccc([C@@H]3[C@@H](C#N)N(C(=O)NC4CCCCC4)[C@H]3CO)cc2)cc1	3	0	-2	16	2	-0.1	-3.2	0
Cc1ccc(-c2cnc3c(c2)C(=O)N([C@H](C)CO)C[C@@H](C)[C@H](CN(C)C(=O)Cc2ccncc2)O3)cc1	5	-4	-46	-10	1	-0.3	1.2	-1
O=C(/C=C/c1cccs1)N1CCC2(CC1)Oc1ccc(Cl)cc1C(=O)C21CC(c2ccc(Cl)cc2)=NO1 (stereo not given)	2	.	.	4	-12	0.1	-0.2	5
O=C(Cc1ccccc1)NNC(=O)c1ccccc1C(=O)O	0	-4	-5	-6	.	-0.1	-1.3	10
CCn1c2ccccc2c2cc(NC(=O)COC(=O)c3ccc(O)cc3)ccc21	4	2	-21	-5	3	0.0	-1.9	1

Screening data as filed in PubChem.
